Bioassay records: PubChem BioAssay, several laboratories
CatL inh: inhibitors of human cathepsin L; purified cathepsin L, fluorogenic substrate, fluorescence; P07711; hit rate 0.17% among 58,000; inhibition, %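 (tested at 10 µM)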; in the data active means inhibition above about 45%;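 further: 0% = enzyme with no compound and 100% = no enzyme blank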
Target sequence (P07711 114-288 limits assumed): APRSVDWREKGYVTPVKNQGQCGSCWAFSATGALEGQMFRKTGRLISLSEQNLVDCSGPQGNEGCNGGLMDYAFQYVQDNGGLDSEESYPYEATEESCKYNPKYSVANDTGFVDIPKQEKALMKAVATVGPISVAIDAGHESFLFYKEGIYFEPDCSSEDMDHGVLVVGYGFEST
Target sequence (P07711 292-333 limits assumed): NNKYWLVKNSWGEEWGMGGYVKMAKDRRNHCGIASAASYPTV
PKA inh: inhibitors of human protein kinase A; hit rate 0.1% among 65,000; PKA Kemptide phosphorylation, Kinase-Glo ATP luminescence; AID 524; inhibition, % at 6 µM; P17612;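 active means inhibition above the screen-wide mean inhibition plus 3 SD, cut at about 21% in these data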; further: many of its hits are not listed in these tables
Cathepsin G inh: cathepsin G (human) inhibition | P08311 | purified enzyme, AMC-tetrapeptide fluorescence, pooled mixtures | inhibition, % at 5 µM (by protocol) | hit rate 0.2% among 62,000 | AID 581;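 active means inhibition above 20% in each of the two mixture wells holding the compound; inactive means inhibition of 20% or less in either well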;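 further: 0% = enzyme control without mixture and 100% = blank lacking enzyme; strong numbers were not always called active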
Target sequence (P08311 21-244 limits assumed): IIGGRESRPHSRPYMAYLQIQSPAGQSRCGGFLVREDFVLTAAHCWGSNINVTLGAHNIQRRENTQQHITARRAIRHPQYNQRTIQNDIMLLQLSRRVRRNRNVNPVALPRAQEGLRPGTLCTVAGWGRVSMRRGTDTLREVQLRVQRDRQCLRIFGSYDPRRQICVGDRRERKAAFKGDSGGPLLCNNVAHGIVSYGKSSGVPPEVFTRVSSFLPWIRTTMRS
Her2 expr inh: lowers expression of human Her2 kinase. P04626. SKBR-3 HER2 protein level, AlphaScreen, 18-24 h; active compounds read low. HER2 level % of control, % at 10 µM. hit rate 0.69% among 65,000. AID 645;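 active means HER2 level under 5% of the carrier-only control; inconclusive means no clear call, values can overlap the other calls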;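 further: 100% = DMSO carrier and 0% = 500 nM PU-H71 HSP90 inhibitor; lower value means stronger loss of Her2 protein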
CatB block: inhibitors of human cathepsin B | hit rate 0.1% among 63,000 | inhibition, %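 (tested at 10 µM)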 | purified cathepsin B, fluorogenic substrate, fluorescence; in the data active means inhibition above about 21%;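 further: 0% = enzyme with no compound and 100% = no enzyme blank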
ROCK2 blocker: ROCK2 (human) kinase inhibition | AID 604 | hit rate 0.35% among 60,000 | inhibition, % at 6 µM | purified ROCK2, Kinase-Glo ATP depletion luminescence | O75116;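 active means inhibition above the screen-wide mean inhibition plus 3 SD, cut at about 18% in these data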;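 further: plate controls were DMSO wells for no effect and Y-27632 control wells after no-enzyme background subtraction for full effect; many of its hits are not listed in these tables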
C1s block: human complement C1s inhibition | mean inhibition % of two 10-compound mixtures (active compounds read high), % at 5 µM (by protocol) | P09871 | hit rate 0.16% among 62,000 | purified C1s, fluorogenic AMC substrate, pooled mixtures;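 active means inhibition above 20% in each of the two 10-compound mixture wells holding the compound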;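 further: 0% = enzyme wells lacking compound mixture and 100% = no-enzyme blank wells; some compounds called inactive have numbers as strong as hits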
CatB mix inh: inhibitors of human cathepsin B in compound mixtures. P07858. Purified cathepsin B, AMC dipeptide fluorescence. inhibition, %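 (ten-compound pools at 5 µM per compound and 50 µM total)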. hit rate 0.06% among 62,000. AID 488; in the data active means inhibition above about 22%, passing the limit was not always enough; inconclusive means no clear call, values can overlap the other calls;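 further: 0% = enzyme without compound and 100% = no enzyme blank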
CatS inh: human cathepsin S inhibition | P25774 | recombinant cathepsin S, AMC dipeptide fluorescence, pooled mixtures | inhibition, %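 (tested at 5 µM per compound within 10-compound mixtures)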 | hit rate 0.06% among 62,000; in the data active means inhibition above about 32%, passing the limit was not always enough; inconclusive means no clear call, values can overlap the other calls;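 further: 0% = enzyme without compound and 100% = blank without enzyme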
Target sequence (P25774 115-331 limits assumed): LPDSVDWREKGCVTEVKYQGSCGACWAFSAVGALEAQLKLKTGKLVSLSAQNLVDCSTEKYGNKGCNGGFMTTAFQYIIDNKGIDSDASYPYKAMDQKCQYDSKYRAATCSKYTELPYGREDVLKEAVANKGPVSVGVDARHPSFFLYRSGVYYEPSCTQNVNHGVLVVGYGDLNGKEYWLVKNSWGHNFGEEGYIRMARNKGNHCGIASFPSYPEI
Numbers without * were called inactive; i = inactive; ? = inconclusive; . = not tested or not shown. These rows are one share of the data; count on the stated rates, not on these rows.

CatL inh	PKA inh	Cathepsin G inh	Her2 expr inh	CatB block	ROCK2 blocker	C1s block	CatB mix inh	CatS inh	compound
3	-4	0	94	4	-2	-2	-1	14	O=C(CN1C(=O)C2C3C=CC(C3)C2C1=O)Nc1cccc2c1CCCC2 (stereo not given)
.	9	2	129	-1	-2	-1	-4	14	O=C(Cn1cnc2c(cnn2-c2ccccc2)c1=O)c1ccc(Cl)cc1
0	6	2	51	4	-2	0	3	1	COc1cccc(NC(=O)Cc2nnc(SCC(=O)c3ccccc3)n2C)c1
8	6	7	104	4	1	6	3	-17	CCOc1ccc(-n2c(Cc3cc(=O)[nH]c(=O)[nH]3)nnc2SCC(=O)OC)cc1
-1	7	-11	89	9	3	-14	6	9	O=C(Cn1cnc2ccccc21)OCC(=O)N1CCCc2ccccc21
22	7	8	109	2	6	3	2	14	CS(=O)(=O)Nc1ccc(C(=O)NCc2ccccn2)cc1
2	15	0	116	5	0	-8	0	1	Cc1ccc(CNC(=O)CN2C(=O)C3(OCCCO3)c3ccccc32)cc1
10	10	8	116	6	2	8	4	-1	CCOC(=O)c1cn(CC)c2cc(N3CCOCC3)c(F)cc2c1=O
6	8	-3	67	-2	.	0	-1	-5	O=C(CC1SC(=Nc2ccccc2)N(CCCO)C1=O)Nc1ccc(Cl)cc1 (stereo not given)
16	7	.	93	1	10	.	.	.	Cc1csc(SCCn2c(Br)nc3c2c(=O)[nH]c(=O)n3C)n1
8	10	9	288	4	6	16	-4	1	O=C(Nc1cc(C(F)(F)F)ccc1N1CCOCC1)c1cccnc1
0	10	4	95	10	7	-1	-2	-9	O=S(=O)(c1ccc(F)cc1)c1nc(-c2ccc(F)cc2)oc1NCCN1CCOCC1
-17	3	-8	101	1	-1	-7	1	-6	CC1(C)CC(=O)C2=C(C1)NC(Nc1nc3ccccc3o1)=NC21CCCCC1
13	9	-5	78	2	7	-29	-7	-4	CN(C)CCCN1C(=O)C(=O)/C(=C(/O)c2ccc3c(c2)OCO3)C1c1ccco1 (stereo not given)
-3	6	8	70	3	-5	5	-1	-6	COC(=O)c1cccc(NC(=O)c2cc3sccc3n2C)c1
17	-3	-2	105	1	.	17	-1	11	CCCCNC(=O)CSc1nc2cc3c(cc2c(=O)n1CCCN(CC)CC)OCO3
-3	-1	9	84	2	.	11	5	-4	Cc1ccc2c(c1)NCC(C(=O)NC1CCCCC1)O2 (stereo not given)
4	0	-10	67	0	6	-133	-3	-6	Cc1cc2ncn(C(=O)c3c(-c4c(Cl)cccc4Cl)noc3C)c2cc1C
7	8	12	92	1	-8	9	4	-1	COc1ccc(NC(=O)N2CCC(O)(c3cccnc3)CC2)c(OC)c1
-8	5	2	106	0	5	-6	5	-1	CCN1C(=O)CS/C1=N\c1nccs1
24	1	9	?	6	1	14	5	10	COc1ccc(C2CC(c3ccccc3)Nc3nc(NC(=O)c4ccco4)nn32)cc1 (stereo not given)
-30	5	-4	96	3	.	-9	2	3	Cc1ccc2cc(C#N)c(NCCCNC(=O)C3CCCO3)nc2c1 (stereo not given)
4	2	2	83	-2	4	-4	-4	-5	S=C(c1ccc(-c2cc(Cl)ccc2Cl)o1)N1CCOCC1
2	6	0	78	-3	6	-27	-6	8	Cc1cc(Cl)ccc1OCCCC(=O)NO
4	1	2	142	-2	-2	-1	-2	-1	O=C(O)c1cc(=O)cc(C(=O)O)[nH]1
-5	8	-3	98	2	4	1	2	-6	COc1ccccc1-c1ccc(NC2CCCCC2)nn1
.	5	0	89	-5	1	-28	1	-2	Cc1cc(C(=O)N2CCCC2C(=O)O)c(C)o1 (stereo not given)
0	7	-2	109	7	4	-39	4	5	COc1ccccc1-n1c(C)nc(=O)c(-c2ccccc2)c1C
4	8	2	102	0	4	-60	-3	-10	CC(C)NC(=O)c1ccccc1-c1nc(-c2ccccc2Cl)no1
5	11	8	101	2	4	8	3	-14	CC(=O)Nc1nonc1C(=O)N1CCC(C)CC1
0	9	-7	89	3	3	-36	4	-8	COc1ccc(CCC(=O)N2c3ccccc3CC2C)cc1 (stereo not given)
i	11	-15	87	-17	7	-90	-11	-22	CC(C)OCCCn1c(=NC(=O)c2ccncc2)c(C#N)cc2c(=O)n3ccccc3nc21
-7	4	-9	.	3	-3	-22	2	3	Cc1oc(-c2ccccc2Cl)cc1-c1nn2c(-c3ccco3)nnc2s1
6	2	-5	71	0	2	-5	6	2	Cc1cccc(OCc2nnc(SCC(=O)N(C(C)C)C(C)C)n2Cc2ccco2)c1C
0	2	1	88	-5	2	1	3	4	Cc1ccc(-c2nnn(CC(=O)N(CC(=O)NCC3CCCO3)c3ccc(F)c(Cl)c3)n2)o1 (stereo not given)
21	9	-3	99	-3	3	-6	-1	2	COc1cccc(C2CC(c3cccc(OC)c3)n3nc(N)nc3N2)c1 (stereo not given)
.	-9	8	74	3	-3	13	-1	2	CC1Cc2nc(SCC(=O)OCc3ccccc3)n(C)c(=O)c2S1 (stereo not given)
7	-2	3	109	-2	4	0	-5	-11	CCOC(=O)c1cc(OC(=O)c2cccnc2)n(-c2ccccc2)n1
12	-9	1	86	0	-2	-1	-2	13	CC1Cc2ccccc2N1C(=O)CSc1nnc(NC(=O)Cc2cccs2)s1 (stereo not given)
.	7	9	99	3	6	13	3	2	Cn1c(=O)oc2cc(S(=O)(=O)N3CCC(C(=O)NCC4COc5ccccc5O4)CC3)ccc21 (stereo not given)
14	6	-2	99	-5	.	-30	-5	1	Cc1ccc(-c2noc(C3CCCN(C(=O)C4CCCCC4)C3)n2)o1 (stereo not given)
8	7	6	85	1	5	-8	4	1	COC(=O)c1sc(N)c(C(=O)OC)c1CSc1nnc(-c2ccccc2Cl)n1C
-6	14	6	114	2	12	2	2	1	O=C(CC1CCCCC1)NC1CCCC1
-2	-3	6	95	4	3	6	4	-1	CCOC(=O)c1c(C)[nH]c(C)c1C(=O)CSc1nnc(-c2ccncc2)n1C
30	12	7	104	-3	4	13	5	2	CCCC(CCC)C(=O)NCCN1CCOCC1
3	13	-17	85	-6	4	-64	-3	-14	COc1cc(NC(=O)c2ccc(C)cc2)c(OC)cc1NC(=O)CN1CCOCC1
8	7	-1	81	2	-2	-34	-5	5	CC1(C(=O)NC2CCCC2)CCC(=O)N1CCC1=CCCCC1 (stereo not given)
4	5	13	107	2	6	3	4	1	O=C(Cn1cnc2ccccc2c1=O)N(Cc1ccco1)c1ccc(O)cc1
11	-1	6	109	4	-1	1	6	14	CC(=O)c1cccc(NC(=O)Nc2ccc(C(=O)N3CCCC3)cc2)c1
33	6	2	108	-1	5	-6	-2	13	Cn1ncc(C#N)c1NC(=O)C1CC(c2c(F)cccc2Cl)=NO1 (stereo not given)
-5	9	0	149	-4	2	1	0	1	COc1cccc(C2=NOC(C(=O)NC(C)C)C2)c1 (stereo not given)
-2	7	6	226	9	.	-21	2	1	Cc1nn(-c2ccccc2)c(Cl)c1C(=O)Nc1c(C)n(C)n(-c2ccccc2)c1=O
24	8	-9	-7.3*	1	0	-35	-1	2	Cc1ccc(S(=O)(=O)CCC(=O)c2ccc(O)cc2O)cc1
-2	9	10	148	1	7	9	1	-3	COc1ccccc1CN(C)C(=O)C1COc2ccccc2O1 (stereo not given)
-22	0	9	116	3	-1	15	46	37	CCOC(=O)c1sc(/N=C/Nc2nc(C)c(C(=O)OCC)s2)nc1C
0	5	6	97	-1	5	14	2	-2	O=C1C2C3C=CC(C3=C3CCCCC3)C2C(=O)N1c1ccccc1 (stereo not given)
19	7	10	104	1	5	-11	-5	4	Cc1ccc2nsnc2c1S(=O)(=O)NCc1cccnc1
2	8	0	101	-1	2	0	7	3	O=C(CCCc1nc(-c2ccc(Cl)cc2)no1)N1CCOCC1
6	3	3	13	-1	6	4	8	-4	COC(=O)c1ccsc1NC(=O)CSc1nnnn1Cc1ccccc1
-9	0	12	132	3	3	9	4	-2	c1ccc(OCCSc2nnnn2-c2ccccc2)cc1

Full records, quoted from the list.
Entry for CC1(C)CC(=O)C2=C(C1)NC(Nc1nc3ccccc3o1)=NC21CCCCC1 = CatL inh = -17; PKA inh = 3; Cathepsin G inh = -8; Her2 expr inh = 101; CatB block = 1; ROCK2 blocker = -1; C1s block = -7; CatB mix inh = 1; CatS inh = -6
Entry for CC(C)OCCCn1c(=NC(=O)c2ccncc2)c(C#N)cc2c(=O)n3ccccc3nc21 = CatL inh = i; PKA inh = 11; Cathepsin G inh = -15; Her2 expr inh = 87; CatB block = -17; ROCK2 blocker = 7; C1s block = -90; CatB mix inh = -11; CatS inh = -22

(listing goes on)
CatL inh	PKA inh	Cathepsin G inh	Her2 expr inh	CatB block	ROCK2 blocker	C1s block	CatB mix inh	CatS inh	compound
-1	2	-1	107	-3	7	4	4	-1	CCN(CC)S(=O)(=O)c1ccc(NC(=O)c2ccc(NS(C)(=O)=O)cc2)cc1
.	6	4	73	3	.	-30	2	-10	C=CCn1c(N)c(C(=O)NC2CCCCC2)sc1=S
0	-6	-10	70	4	.	-7	10	28	CCCOC(=O)c1[nH]c2c(c1C)C(=O)CC(c1ccc(OC)c(OC)c1)C2 (stereo not given)
.	12	0	93	-7	8	2	-4	14	O=C(Cn1nnc(-c2ccc3c(c2)OCO3)n1)NCc1ccco1
9	5	16	79	2	2	17	-3	6	COc1ccc(C(=O)/C(C)=N/O)cc1OC
.	3	0	81	2	2	-10	6	3	CCN1CCN(C(=O)c2cc3c(=O)oc4ccc(C)cc4c3s2)CC1
-12	-6	11	84	1	-3	19	3	-2	CCCn1c(SCC(=O)c2cc(OC)ccc2OC)nnc1C(C)C
.	6	1	67	10	2	8	5	14	CCCc1cc(C(=O)N(C2CCCCC2)C2CCCCC2)no1
1	-2	-9	35	3	-5	-111	-3	17	COc1cc(N/C(=N/S(=O)(=O)c2ccccc2)c2ccccc2)ncn1
-2	6	3	110	2	1	-2	6	-8	CC(=O)Oc1ccc(CCC(C)OC(C)=O)cc1 (stereo not given)
.	-2	2	103	5	.	2	-1	9	O=C1C(c2ccc(F)cc2)N(Cc2ccc3c(c2)OCO3)C(=O)CN1C1CCCCC1 (stereo not given)
1	-6	-5	86	-1	-4	-5	-1	1	CCOc1ccc(CCNC(=O)C(CC)n2nc(C)n3c(cc4sccc43)c2=O)cc1OCC (stereo not given)
1	1	0	68	6	.	-10	2	3	O=C(O)c1ccccc1OCCOc1ccccc1
-6	7	4	90	6	5	2	5	-1	CCOC(=O)c1sc(N)c(C#N)c1CSc1nnc(C2CCCCC2)n1N
.	0	4	70	5	-2	10	1	-1	CCOC(=O)c1c(NC(=O)COc2ncnc3sccc23)sc2c1CCC2
-5	5	.	102	-2	5	.	.	.	COc1ccccc1N1C(=O)C2ON(c3ccccc3)C(c3ccc(N(C)C)cc3)C2C1=O (stereo not given)
3	-1	-1	99	-1	2	2	2	17	Cc1occc1C(=O)NCc1cccs1
.	1	-1	95	0	6	-34	0	-4	O=C(CN1C(=O)CSC1=O)Nc1ccccc1F
-6	2	-3	81	-4	.	-1	4	4	COc1ccccc1CC(NC(C)=O)C(=O)N1CCN(C(=O)Nc2ccccc2Cl)CC1 (stereo not given)
-3	9	7	92	3	6	-11	5	0	Cc1ccc2c(c1)C(O)(CC(=O)c1ccc3c(c1)OCO3)C(=O)N2 (stereo not given)
10	2	9	97	9	1	6	5	18	COc1ccc(CN2C(=O)c3ccccc3C2C(=O)NCC2CCCO2)c(OC)c1 (stereo not given)
3	.	-9	104	11	.	-12	6	5	O=C(CC(CC(=O)c1ccccc1)C(=O)O)c1ccccc1
-2	-2	-3	81	4	-2	-2	2	21	CCOC(=O)CCC(=O)NCc1ccc2[nH]c(C)cc2c1
-8	6	-1	138	-6	6	-12	6	-9	CN(C)C(=O)N1CCC(C(=O)NCc2ccccc2)CC1
4	7	3	86	-1	-2	-4	-2	12	Cc1occc1-c1nnc(SCC(=O)N2CCN(c3ccccc3F)CC2)n1C
